# Source: PubChem BioAssay (National Center for Advancing Translational Sciences (NCATS))
# PKM2 activator: PKM2 (human) enzyme activation; Potency, µM (highest dose often 57.5 µM), without a hit: top-dose activation, most hits filed as activators; AID 1631; 0.34% of 260,000 active; P14618; purified PKM2, Kinase-Glo ATP luminescence, activation; response scale: 0% is enzyme alone, no compound; also: potency is read from the fitted curve at half-maximal effect; % is scaled to controls: 0 for no effect and ±100 for the full control effect; nearly all actives have a fitted effect of over 55% in size
#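 Purified hPK-M2 (>95% pure) converted ADP (0.1 mM final) to ATP with 0.5 mM PEP in 50 mM imidazole pH7.2, KCl, MgCl2, Tween 20, BSA; 1 h at room temperature. ATP detected by Kinase-Glo luminescence.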
# FBPA coupling cs: inhibits coupling enzyme system, counter-screen for aldolase hits; activity change, negative = inhibition, % at 58.2 µM, hits read low; AID 2472; 0.67% of 290,000 active; coupling enzyme system counterscreen, AmpLite Red fluorescence; in the data active = activity change below about -30%; also: % is scaled to controls: 0 for no effect and ±100 for the full control effect
#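 Compounds tested against the coupling enzymes alone at 57.5 uM final; readout was AmpLite Red fluorescence (525/598 nm) after 20 min at RT.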
# GALK inhibitor: blocks human galactokinase activity | Purified GALK, Kinase-Glo residual ATP luminescence | Potency, µM (highest dose often 57.5 µM), for inactives: top-dose activity change, negative = inhibition, usual class: inhibitors | 0.007% of 270,000 active; also: potency is read from the fitted curve at half-maximal effect; % is scaled to controls: 0 for no effect and ±100 for the full control effect
#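 Compounds were pin-transferred into ATP buffer (35 uM final), then GALK plus galactose (5 nM, 100 uM final) was added. After 1 h at room temperature, Kinase-Glo Plus was added and luminescence read after 10 min.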
# B2AR arrestin: beta2AR (human) beta-arrestin recruitment activity; 0.02% of 330,000 active; beta-arrestin recruitment to beta2AR, cell-based reporter; AID 492947; Potency, µM (titrated, usually from 46.1 µM), for inactives: at the top dose activation, hits mostly activators;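 also: potency is read from the fitted curve at half-maximal effect; 0% = DMSO controls and full agonism = EC100 isoproterenol or metaproterenol; nearly all actives have a fitted effect of over 65% in size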
# Giardia killer: kills Giardia lamblia; Giardia lamblia trophozoite viability; activity change, % at 7.66 µM, hits read low; 0.15% of 340,000 active; AID 540267; in the data active = activity change below about -80%; inconclusive = between about -30% and that limit;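 also: parasites exposed to compound for two days anaerobically before the ATP read; % is scaled to controls: 0 for no effect and ±100 for the full control effect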
#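 Trophozoites 100 cells/well + cpd; 48 hrs, 37 deg C, anaerobic. ATPLite 1-Step added, 15-30 min RT, luminescence read (ATP-based viability).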
# a7 integrin act: activators of alpha7 integrin expression for muscular dystrophy. alpha7betagal myoblasts, beta-gal FDG fluorescence, 48 h. Potency, µM (titrated, usually from 38.3 µM), inactives show top-dose activation, usual class: activators. 0.064% of 350,000 active. AID 624291;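 also: potency is read from the fitted curve at half-maximal effect; 100% = response of the positive control SU9516; nearly all actives have a fitted effect of over 60% in size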
#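 Alpha7betagal+/- myoblasts (passage 13) were plated 16-24 hr, then exposed to compounds (1:260 dilution of DMSO stock) for 48 hours at 37C. After MPER lysis, β-galactosidase reporter activity was read as FDG fluorescence (ex 480/em 540) after 30 minutes.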
# Tb PFK inh: T. brucei PFK enzyme inhibition | 0.17% of 330,000 active | T. brucei PFK, ADP-Glo luminescence | Potency, µM (top dose mostly 57.5 µM), for inactives: at the top dose activity, negative = inhibition, actives largely listed as inhibitors | O15648;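 also: potency is read from the fitted curve at half-maximal effect; 0% = uninhibited 1x PFK enzyme wells and -100% = no-enzyme wells; nearly all actives have a fitted effect of over 60% in size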
#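 Luminescent ADP detection (ADP-Glo, two-step: ATP depletion then ADP-to-ATP conversion for luciferase) reported PFK activity after 45 min room-temperature reaction of 1.25 nM enzyme with 0.5 mM F6P and 0.1 mM ATP at pH 8.0.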
# S-ASM inh: human S-ASM enzyme inhibition; placental ASM, HMU-PC fluorogenic substrate, 60 min; 0.006% of 340,000 active; Potency, µM (titrated, usually from 57.5 µM), without a hit: top-dose activity change, negative = inhibition, most hits filed as inhibitors; P17405; also: potency is read from the fitted curve at half-maximal effect
# Target sequence (P17405 47-631 limits assumed): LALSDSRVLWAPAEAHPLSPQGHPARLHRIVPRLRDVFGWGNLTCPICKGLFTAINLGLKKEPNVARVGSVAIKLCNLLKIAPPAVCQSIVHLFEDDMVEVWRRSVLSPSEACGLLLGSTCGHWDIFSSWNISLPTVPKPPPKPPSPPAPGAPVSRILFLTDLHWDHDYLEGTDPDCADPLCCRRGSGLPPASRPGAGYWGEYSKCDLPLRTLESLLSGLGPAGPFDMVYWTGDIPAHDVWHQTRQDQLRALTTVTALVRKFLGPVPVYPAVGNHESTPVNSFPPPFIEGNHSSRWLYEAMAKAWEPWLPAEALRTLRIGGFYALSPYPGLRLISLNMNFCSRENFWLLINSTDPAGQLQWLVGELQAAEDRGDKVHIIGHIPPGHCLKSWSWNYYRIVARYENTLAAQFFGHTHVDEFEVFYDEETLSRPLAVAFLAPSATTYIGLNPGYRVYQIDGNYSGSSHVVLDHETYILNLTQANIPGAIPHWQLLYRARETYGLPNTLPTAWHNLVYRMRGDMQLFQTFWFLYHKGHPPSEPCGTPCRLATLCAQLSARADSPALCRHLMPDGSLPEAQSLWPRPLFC
#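 Human placenta-derived ASM preincubated with compound 10 min at room temperature, then reacted with 9 uM (final) fluorogenic HMU-PC substrate for 60 min at 37 C. Stop solution raises pH to 10; fluorescence read at Ex 386/Em 447 nm.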
# TSG101-PTAP inh: blocks PTAP/TSG101 interaction to inhibit HIV-1 budding; Fluorescence polarization, FITC-PTAP peptide / Tsg101 binding; Potency, µM (series often up to 115 µM), for inactives: top-dose activity change, negative = inhibition, actives largely listed as inhibitors; 340,000 tested, under 10 active; AID 493005; active = well fitted inhibition curve with a large enough effect in the main read-out, with a control signal flat, not every such curve was filed as active; inconclusive = small, poorly fitted or top-dose-only effect, or effect the other way, or a change in a side signal; inactive = no such curve, though single readings can be large or run the other way; also: potency is read from the fitted curve at half-maximal effect; % of control where 0% means no effect
# Target sequence (Q99816 whole entry, looked up): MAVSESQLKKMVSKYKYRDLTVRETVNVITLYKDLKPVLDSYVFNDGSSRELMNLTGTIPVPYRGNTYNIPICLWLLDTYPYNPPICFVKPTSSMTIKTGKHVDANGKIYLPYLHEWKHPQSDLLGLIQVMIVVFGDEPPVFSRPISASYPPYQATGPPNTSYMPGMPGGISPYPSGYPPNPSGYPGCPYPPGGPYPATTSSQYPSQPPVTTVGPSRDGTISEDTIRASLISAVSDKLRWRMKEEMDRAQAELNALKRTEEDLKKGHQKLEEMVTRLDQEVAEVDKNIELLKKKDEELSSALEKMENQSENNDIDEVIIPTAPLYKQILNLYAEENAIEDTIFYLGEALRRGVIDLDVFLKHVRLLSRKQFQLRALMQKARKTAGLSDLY
#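 Steps: Tsg101 binding domain dispensed (10 uM final), compounds pinned in DMSO, FITC-labeled PTAP-motif peptide added (50 nM final); after 20 min binding at room temperature, polarization measured.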
# Chronic BCR inh: blocks chronic active B-cell receptor signaling | AID 493014 | Potency, µM (doses to about 46.1 µM), without a hit: at the top dose ratio change, negative = lower green/red ratio, most hits filed as inhibitors | 0.05% of 340,000 active | ABC-DLBCL IkBa-CBG/CBR reporter, luminescence ratio, 4 h; active = well fitted inhibition curve with a large enough effect in the signal ratio, with a control signal flat, not every such curve was filed as active; inconclusive = small, poorly fitted or top-dose-only effect, or effect the other way, or a change in a side signal; the % refers to the signal ratio;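 also: potency is read from the fitted curve at half-maximal effect; plate controls were basal doxycycline-induced cells for no effect and cells given 10 µM MG132 for full effect; MG132 reads +100%, hits lower the ratio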
#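 Concentration-response series (up to 46 uM) were applied to TMD8 dual-reporter cells for 4 h at 37C with doxycycline. Green/red ratio, after filter-overlap correction, defined %Activity; red signal alone was normalised to basal cells and zero luminescence.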
# Menin-MLL TR inh: menin-MLL binding inhibition, Texas Red mutant peptide. Menin + Texas Red MLL mutant peptide, fluorescence polarization. Potency, µM (doses to about 61.6 µM), for the others: top-dose FP activity change, negative = inhibition, actives largely listed as inhibitors. 0.23% of 270,000 active. AID 1768; active = well fitted inhibition curve with a large enough effect in the polarisation, with a control signal flat, not every such curve was filed as active; inconclusive = small, poorly fitted or top-dose-only effect, or effect the other way, or a change in a side signal; inactive = no such curve, though single readings can be large or run the other way; the % refers to the polarisation; also: potency is read from the fitted curve at half-maximal effect; % of control where 0% means no effect; many of its hits are not listed in these tables
# Starred values were filed as active, the others as inactive; ? = inconclusive; · = not tested or not shown; [ ] = another dose, or the depositor's remark. Unless noted, calls follow the shape of the dose curve; as a rule, active = well fitted curve in the direction sought with a large enough effect; inconclusive = small, poorly fitted or top-dose-only effect, or another doubt; inactive = no such curve, though single readings can be large; an effect the other way counts as inactive or inconclusive. This is a subset; count on the stated rates, not on these rows.
SMILES,PKM2 activator,FBPA coupling cs,GALK inhibitor,B2AR arrestin,Giardia killer,a7 integrin act,Tb PFK inh,S-ASM inh,TSG101-PTAP inh,Chronic BCR inh,Menin-MLL TR inh
Cc1cc(C(=O)N/N=C/c2ccc([N+](=O)[O-])cc2)c(C)o1,0%,3,5%,0.3%,3,6%,-22%,-3%,-1%,?,23%
CCOc1cccc(/C=N/Nc2nc(N3CCCC3)nc(N3CCCC3)n2)c1O,12%,1,0%,-0.6%,2,24%,6%,41%[activator],-2%,8%,·
O=C(Cc1ccc(F)cc1)NC1CCCCCC1,-3%,4,6%,-0.5%,-1,16%,2%,1%,0%,0%,-5%
CCn1c(-c2cc(-c3cc(C)ccc3C)nc3ccccc23)n[nH]c1=S,1%,4,·,-0.3%,0,-18%,1%,0%,2%,4%,0%
COCc1ccc(-c2c(-c3cccc(OC)c3)sc3ccc(OC)cc23)cc1,·,·,·,0.0%,14,-16%,2%,-3%,-6%,?,·
CC(C)OCCCn1c(=NC(=O)c2cccs2)c(C#N)cc2c(=O)n3ccccc3nc21,0%,1,-1%,0.7%,-13,?,-5%,·,-2%,?,·
Cc1cc(=O)oc2cc(OCc3ccc(C(=O)N4CCN(c5ccccc5)CC4)cc3)ccc12,-6%,0,0%,-0.3%,-13,1%,-2%,398%[activator],0%,-5%,-3%
CC1SC(C)C(=O)N(CC(=O)Nc2ccc3c(c2)OCO3)C1=O (stereo not drawn),-2%,0,1%,0.4%,5,-1%,-1%,3%,-2%,-5%,19%
O=S(=O)(Nc1nc2ccccc2nc1Cl)c1ccc(Br)cc1,0%,13,-2%,1.7%,4,-20%,19%,65%[activator],-17%,16%,?
Cc1cccc(NC(=O)CSc2nnc(CSc3nc(C)cc(C)n3)o2)c1,-2%,5,7%,-0.4%,3,21%,2%,-1%,-5%,-7%,0%
COc1ccc(CC(NC(C)=O)C(=O)NC2CCN(c3ncccc3[N+](=O)[O-])CC2)cc1 (stereo not drawn),-13%,0,8%,-0.1%,?,15%,1%,-3%,-3%,-4%,-15%
O=C(CCc1nnc(Cc2cccc(C(F)(F)F)c2)o1)NC1CC1,3%,0,1%,0.4%,5,-26%,-12%,0%,-5%,21%,-11%
CCOC(=O)/C(C#N)=C/c1ccc(N2CCN(Cc3ccccc3)CC2)cc1,2%,0,-1%,-1.7%,-5,15%,2%,34%[activator],?,9%,-13%
O=C(NCc1ccco1)C(NS(=O)(=O)c1cccc2nsnc12)c1ccccc1 (stereo not drawn),2%,0,1%,-0.6%,4,24%,1%,6%,-2%,6%,20%
Cc1c(C(=O)NCCSCc2ccc(F)cc2)cnn1-c1ccc(Cl)cc1,6%,1,-3%,0.3%,2,-5%,7%,-1%,1%,?,·
CC(=O)c1ccc(NC(=O)CCc2nnc3ccc(NCc4ccco4)nn23)cc1,·,0,2%,0.2%,21,-34%,-12%,-6%,1%,-6%,5%
COc1ccc(NS(=O)(=O)c2cccc(C(=O)NNC(=O)NCCCl)c2)cc1,7%,2,-1%,0.4%,4,-138%[inhibitor],0%,-1%,-2%,3%,-1%
CCC(NC(=O)c1ccccc1NC(=O)c1ccccc1)C(=O)NNC(=O)CSc1nc2ccccc2o1 (stereo not drawn),5%,5,0%,5.9%,1,-24%,5%,3%,0%,?,5%
O=C(N/N=C1\CCCc2oc(C(=O)O)cc21)c1ccccc1,1%,-3,-1%,2.3%,-11,-6%,-1%,-2%,-2%,·,-16%
Cc1nn(Cc2cccc(C(=O)O)c2)c(C)c1[N+](=O)[O-],3%,4,-2%,-0.4%,9,28%,-3%,7%,1%,4%,·
Cc1nn(-c2ncc(C(F)(F)F)cc2Cl)c(=O)n1-c1ccc(F)cc1,0%,1,-2%,0.0%,1,0%,-2%,-6%,-5%,10%,16%
Cc1ccnc(NC(=O)Cn2c(=O)oc3ccccc32)c1,1%,·,-6%,0.2%,-11,0%,-5%,7%,-4%,-3%,·
COC(=O)C1=C(C)Nc2nc(-c3ccccc3)nn2C1c1ccc(C)o1 (stereo not drawn),0%,1,1%,0.0%,7,8%,-3%,-6%,-1%,-13%,10%[11.7 µM]
O=[N+]([O-])c1cccc(-c2cn(-c3ccccc3)c(=S)[nH]2)c1,12%,4,7%,0.1%,13,4%,-23%,0%,-3%,?,3%
CCCCN(C(=O)CSc1nnnn1C)C1CCS(=O)(=O)C1 (stereo not drawn),·,·,·,-0.4%,16,20%,-2%,7%,-7%,0%,·
CCn1nc(C)c(/C=N/NC(=O)Cn2cncn2)c1C,-16%,-3,-3%,-0.5%,3,-12%,0%,-5%,-2%,?,·
O=C(Nc1ccc2c(c1)OCO2)c1cc2ncc(Br)cn2n1,5%,0,-2%,-0.1%,2,-7%,-9%,-3%,-3%,-1%,53%[activator]
O=C(CNc1ccc2ccccc2c1)NNC1=NCCC1,0%,-9,-2%,-0.4%,-7,12%,-1%,8%,-6%,8%,-1%
O=C(CN1C(=O)C2CCCCC2C1=O)OCC(=O)c1ccc(F)cc1 (stereo not drawn),·,·,·,0.2%,3,18%,2%,1%,-7%,3%,·
N#C/C(=C/Nc1ccccc1F)S(=O)(=O)c1ccc(Cl)cc1,·,-3,-7%,0.3%,20,-25%,7%,30%,-6%,2%,-6%
CCCCn1c(=O)c(C(=O)N/N=C/c2ccc(F)cc2)c(O)c2ccccc21,5%,8,6%,-0.3%,·,·,-20%,·,·,-4%,21%
CCC(=O)N1CCc2cc(Br)cc(S(=O)(=O)CCC(=O)NCc3ccco3)c21,-3%,5,-4%,1.1%,1,-1%,6%,-2%,-3%,-1%,0%
CC1CCCCN1C(=O)CN1CCN(S(=O)(=O)c2ccc(Br)cc2Cl)CC1 (stereo not drawn),·,·,·,-0.2%,16,-14%,0%,3%,-3%,-1%,·
CC1CN(c2ccc([N+](=O)[O-])c(NCCOc3ccc(Cl)cc3)c2)CC(C)N1 (stereo not drawn),5%,-1,0%,0.1%,-3,-72%[inhibitor],-8%,?,-3%,?,-5%
Cc1ccc(C)c2[nH]c(=O)c(CCNC(=O)c3ccc4c(c3)OCO4)cc12,-14%,-1,0%,0.1%,16,3%,-9%,-4%,-3%,-1%,-12%
Cc1ccc(Cl)cc1N1CCN(C(=O)c2noc(C)c2[N+](=O)[O-])CC1,·,·,6%,3.1%,-16,-52%[inhibitor],0%,-11%,1%,?,·
Cc1csc(NC(=O)CNS(=O)(=O)c2cccs2)n1,12%,0,-1%,-0.1%,42[activator],15%,0%,11%,-2%,?,20%
COCCCNC(=O)c1ccc(CS(=O)(=O)c2ccc(OC)cc2)o1,-3%,6,4%,-0.1%,?,-8%,-1%,0%,0%,7%,5%
CCOc1ccc(S(=O)(=O)Nc2cccc(C(=O)NCC3(N4CCCCC4)CCCCC3)c2)cc1,·,·,·,0.3%,-11,-51%[inhibitor],-2%,2%,0%,?,·
Cc1ccc2nc(N3C(=O)CNC3=S)sc2c1,-34%,-2,·,?,-4,-68%[inhibitor],1%,9%,-6%,?,·
COc1ccc(C(=O)NCc2nnc(SCC(=O)N3CCc4ccccc43)n2C2CCCCC2)cc1,-12%,0,-2%,0.3%,5,26%,-6%,-3%,-13%,-1%,-19%
CC(Cc1cccs1)NC(=S)Nc1ccc(F)cc1 (stereo not drawn),-4%,-1,0%,0.3%,-28,7%,-8%,0%,-2%,7%,20%
Cc1cc(C)cc(OCc2ccc(C(=O)NN)o2)c1,-1%,0,-2%,-1.1%,-8,?,-2%,6%,-4%,?,·
O=[N+]([O-])c1ccc(C=Nc2ccc(Cl)c([N+](=O)[O-])c2)s1,-5%,-34*,-1%,0.0%,·,·,24µM*,·,·,-9%,?
CCN(CC(=O)Nc1c(F)cccc1F)C(=O)C1CCN(C(=O)c2ccc(Cl)cc2)CC1,·,·,·,0.0%,0,12%,1%,1%,-2%,0%,·
CC1=C(C(=O)Nc2cc(C(=O)NCCC(C)C)ccc2C)SCCO1,·,0,·,-0.3%,-3,8%,2%,0%,-11%,?,-29%
COc1ccccc1-c1noc(CCC(=O)Nc2cccc(C(F)(F)F)c2)n1,0%,-2,-3%,-0.9%,-5,-51%[inhibitor],-3%,-11%,-9%,2%,15%
